Bioassay records (PubChem BioAssay)
ABCB1 inh: ABCB1 efflux pump inhibitors, primary screen, cell-based, multiplex, flow cytometry, ABCG2 counter-screen. actives 0.067% (n = 190,000). inhibition, % at 6.6 µM. ATP-dependent translocase ABCB1 (Homo sapiens), P08183. CCRF-Adr cells, JC-1 efflux; in the data active = inhibition above about 40%;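 note: 0% = vehicle and 100% = reference inhibitor; higher value means more JC-1 retained so stronger ABCB1 efflux block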
ABCG2 inh: ABCG2 efflux pump inhibitors, primary screen, multiplex with ABCB1, IgMXP3 cells, flow cytometry; inhibition, % at 6.6 µM; Broad substrate specificity ATP-binding cassette transporter ABCG2 (Homo sapiens), Q9UNQ0; AID 1325, 2008; JC-1 efflux; actives 0.1% (n = 190,000);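 active = inhibition above 80%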;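 note: 0% = DMSO and 100% = nicardipine control wells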
Target sequence (Q9UNQ0 whole entry, looked up): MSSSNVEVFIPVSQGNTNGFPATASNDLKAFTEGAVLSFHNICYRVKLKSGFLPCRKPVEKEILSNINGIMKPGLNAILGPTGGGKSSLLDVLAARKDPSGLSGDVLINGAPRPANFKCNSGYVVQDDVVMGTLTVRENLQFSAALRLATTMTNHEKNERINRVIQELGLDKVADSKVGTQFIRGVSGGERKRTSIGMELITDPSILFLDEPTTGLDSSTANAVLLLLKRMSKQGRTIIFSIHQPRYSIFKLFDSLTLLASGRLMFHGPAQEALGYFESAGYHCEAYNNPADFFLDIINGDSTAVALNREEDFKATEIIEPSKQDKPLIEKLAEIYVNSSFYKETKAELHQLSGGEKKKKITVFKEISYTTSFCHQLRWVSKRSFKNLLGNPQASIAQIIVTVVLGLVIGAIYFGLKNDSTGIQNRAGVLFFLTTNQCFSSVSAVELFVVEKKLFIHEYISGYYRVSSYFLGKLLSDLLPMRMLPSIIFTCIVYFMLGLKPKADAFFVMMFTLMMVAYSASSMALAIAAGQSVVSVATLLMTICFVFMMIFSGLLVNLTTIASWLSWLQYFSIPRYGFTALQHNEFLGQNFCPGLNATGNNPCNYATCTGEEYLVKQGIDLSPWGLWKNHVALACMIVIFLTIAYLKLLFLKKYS
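test system = two drug-resistant human cell lines, ABCG2 and ABCB1 | amount = 3 million cells/mL final, two lines in 1:1 ratio | reagent = JC-1 transporter substrate | doses = one concentration, 6.6 µM final | incubation = 10 min at 25 °C | signal = flow cytometric JC-1 green MFI at 530 nm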
GSH fluor: compound fluorescence on glutathione beads, profiling panel, artefact control, biophysical, 488/530 nm, flow cytometry; GSH beads flow cytometry, compound fluorescence 488/530 nm; stronger effect = higher value; fluorescence (KMESF) at 10 µM; actives 0.25% (n = 190,000); AID 1776, 2009; in the data active = fluorescence above about 89;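 note: glutathione beads carrying GST-tagged Bcl family fusion proteins plus one bare bead set; values are compound well signal with DMSO vehicle wells as background; inactives centre near 16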
Rac1 wt GTP bind: wildtype Rac1 GTP binding modulators, primary screen, biochemical, GST-Rac1 beads, flow cytometry, multiplex. GTP binding activity (% of control), % at 10 µM. Ras-related C3 botulinum toxin substrate 1 (Homo sapiens), P63000. fluorescent GTP binding; actives lie on both sides; 0 = cold GTP competed, 100 = untreated. AID 757, 2007. actives 0.27% (n = 190,000);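 active = GTP binding activity at least 20 points away from the 100% control level, either lower or higher; inconclusive = compound flagged as likely green fluorescent, judged across all proteins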
Rab2A wt mod: modulators of GTP binding to Rab2A wildtype, primary screen, biochemical, dog, bead-based flow cytometry, multiplex; actives 0.19% (n = 190,000); Ras-related protein Rab-2A (Canis lupus familiaris), P61105; GTP binding activity, % at 10 µM; GST-Rab2 wt beads, Bodipy-GTP binding;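 active = GTP binding activity at least 20 points away from 100%, either lowered or raised; inconclusive = signal likely due to the compound's own green fluorescence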;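 note: 0% = beads with excess unlabeled GTP and 100% = no-compound control corrected for plate trend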
Rac1 mut GTP: GTP binding modulators of activated mutant Rac1, primary screen, biochemical, bead-based flow cytometry, multiplex, fluorescent GTP | Ras-related C3 botulinum toxin substrate 1 (Homo sapiens), P63000 | percent activity (GTP binding), % at 10 µM | actives 0.11% (n = 190,000) | AID 764, 2007 | GST-Rac1 activated beads; actives lie on both sides; 100% means binding = to untreated wells;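 active = GTP binding at least 20 percentage points away from the 100% baseline, in either direction, so actives lie on both sides; inconclusive = Compound likely fluorescent itself, or too few beads counted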
HRas wt GTP: modulators of GTP binding to HRas wildtype, primary screen, biochemical, bead-based flow cytometry, multiplex. GTPase HRas (Homo sapiens), P01112. GST-Ras wt beads, Bodipy-FL-GTP binding; actives lie on both sides. GTP binding activity, % at 10 µM. actives 0.14% (n = 190,000). AID 759, 2007;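 active = GTP binding activity at least 20% away from the 100% baseline, either lowered as inhibitor or raised as activator; inconclusive = flagged as likely green fluorescent, judged across all proteins in the well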;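 note: 0% = unlabeled GTP competition control and 100% = no-compound control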
Target sequence (P01112 whole entry, looked up): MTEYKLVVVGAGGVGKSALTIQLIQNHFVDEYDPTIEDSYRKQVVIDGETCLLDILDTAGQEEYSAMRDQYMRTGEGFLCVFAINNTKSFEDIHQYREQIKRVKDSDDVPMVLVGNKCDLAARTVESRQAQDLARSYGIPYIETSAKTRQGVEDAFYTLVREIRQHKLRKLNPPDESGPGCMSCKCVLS
Rab7 wt GTP bind: modulators of GTP binding to Rab7, primary screen, biochemical, wildtype, multiplex bead flow cytometry; GST-Rab7 beads, fluorescent GTP binding; actives lie on both sides; untreated = 100%, excess cold GTP = 0%; GTP binding activity (percent of control), % at 10 µM; actives 0.055% (n = 190,000); AID 758, 2007;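 active = fluorescent GTP binding to Rab7 beads changed by at least 20 points from the 100% baseline, either direction, mostly lower; inconclusive = compound itself probably fluorescent, or too few beads counted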;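 note: median green fluorescence of bound Bodipy-FL-GTP per Rab7 bead population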
Pf gametocyte: late stage P. falciparum gametocyte viability inhibitors, primary screen, ATP luminescence, HTS; P. falciparum stage V gametocytes, 24 h; inhibition, % at 10.9 µM; actives 0.065% (n = 150,000); AID 743093, 2013;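 active = inhibition above the mean plus 3 SD of compounds within the control limits, set per campaign, cut at about 38% in these data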;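 note: 0% = DMSO wells and 100% = medium only without gametocytes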
Avidin fluor: green autofluorescence of compounds with avidin beads – biophysical, 488/530 nm, flow cytometry, artefact control, profiling panel; compound fluorescence 488/530 nm; stronger effect = higher value; fluorescence (KMESF) at 10 µM; actives 0.38% (n = 220,000); AID 1775, 2009; in the data active = fluorescence above about 47; note: inactives centre near 10
Cdc42 wt: modulators of GTP binding to wildtype Cdc42, primary screen, biochemical, multiplex bead flow cytometry, Bodipy-GTP. Cell division control protein 42 homolog (Homo sapiens), P60953. GST-Cdc42 beads; actives lie on both sides. percent activity (GTP binding), % at 10 µM. actives 0.2% (n = 190,000). AID 761, 2007;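 active = percent activity GTP binding at least 20 points away from the 100% baseline, either down as inhibitor or up as activator; inconclusive = compound flagged as likely green fluorescent from well-wide comparison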;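 note: median bead fluorescence of bound Bodipy-FL-GTP at 100 nM; 0% = excess unlabeled GTP control and 100% = no compound control; below 100% means less GTP binding so inhibitor and above means activator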
Target sequence (P60953 whole entry, looked up): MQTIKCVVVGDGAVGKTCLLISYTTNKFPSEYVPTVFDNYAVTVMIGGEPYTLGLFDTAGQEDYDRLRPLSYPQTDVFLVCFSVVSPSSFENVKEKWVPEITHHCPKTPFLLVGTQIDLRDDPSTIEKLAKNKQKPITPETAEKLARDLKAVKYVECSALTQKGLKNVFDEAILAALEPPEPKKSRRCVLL
An asterisk follows results filed as active; ? = inconclusive; nt = no result given.

SMILES	ABCB1 inh	ABCG2 inh	GSH fluor	Rac1 wt GTP bind	Rab2A wt mod	Rac1 mut GTP	HRas wt GTP	Rab7 wt GTP bind	Pf gametocyte	Avidin fluor	Cdc42 wt
CC(C)[C@H](NC(=O)OC(C)(C)C)c1nnc(SCc2cccc(F)c2)o1	0.2	1	39	95	94	91	94	98	nt	6	93
O=C(c1cc(COc2ccc(F)cc2Cl)on1)N1CCC(OCc2cccnc2)CC1	3.7	11	20	96	95	90	94	96	2	15	97
Cc1cc(C)cc(NC(=O)C(OC(=O)C2=COCCO2)c2ccccc2)c1 (stereo not given)	0.4	4	11	101	99	98	101	101	7	7	104
Cc1c(C(=O)Nc2ccc(Cl)cc2)c2ccccn2c1C(=O)c1ccccc1	2.1	14	23	103	100	98	98	103	nt	18	98
O=C(c1cccc(C(F)(F)F)c1)C1CCCN(C(=O)CCc2cnccn2)C1 (stereo not given)	0.7	8	11	99	99	94	99	103	9	3	100
Cc1ccccc1N(CC(=O)N1CCOCC1)S(C)(=O)=O	0.3	1	60	101	98	95	96	97	nt	23	98
CCn1cc(/C=N\NC(=O)c2c[nH]c3ccccc23)c(C)n1	-0.4	-2	10	104	99	100	101	100	15	3	99
Cc1cc(S(=O)(=O)NCCc2ccccc2)c(C)s1	0.0	6	34	100	99	96	97	98	7	12	95
CCCC(=O)NC(c1ccccc1OC)c1ccc2cccnc2c1O (stereo not given)	0.8	1	11	99	96	97	98	103	nt	30	97
Cc1cc(=O)oc2c(CN(CC(C)C)CC(C)C)c(O)ccc12	0.9	2	12	92	93	93	90	86	-43	4	89
CCn1c(=O)c2ccccc2n2c(SCC(=O)N3CCCc4ccccc43)nnc12	-0.1	0	10	104	92	101	97	91	nt	19	102
Nc1nc(NC(=O)C(Cl)(Cl)Cl)nn1-c1ccccc1	-0.1	-1	16	103	99	98	99	101	1	14	97
COc1ccc(-c2nc(C)sc2CC(=O)O)cc1OC	0.4	5	14	95	98	94	98	101	20	9	96
O=C1CCc2cc(S(=O)(=O)N3CCC(C(=O)NCc4ccccn4)CC3)ccc2N1	0.1	0	21	102	96	98	99	98	nt	8	96
Cn1c(SCC(=O)NCc2ccc3c(c2)OCO3)nnc1-c1c[nH]c2ccccc12	0.1	4	26	102	99	97	101	103	nt	6	100
O=C(NCc1cccnc1)c1cn(CCc2ccccc2)nn1	0.0	0	14	103	98	99	98	100	-7	26	102
COc1cccc(NC(=O)COC(=O)CCS(=O)(=O)c2ccc(C)cc2)c1	-0.1	2	71	100	96	95	95	100	0	14	96
O=C(c1cc(Sc2ccc(Cl)cc2)nc2ccccc12)N1CCN(c2ccccn2)CC1	2.8	5	13	94	91	93	94	95	6	12	92
O=C(NCc1ccccc1Cl)c1csc2c1CCCCC2	0.1	2	39	99	98	97	99	98	nt	7	97
O=C(NCCOCCOCCNC(=O)c1ccccc1)c1ccccc1	-0.1	1	26	98	98	96	96	105	3	9	93
CC1(C)CC(=O)C2=C(C1)OC1=C(C2)C(=O)CC(C)(C)C1	0.4	6	7	104	101	104	104	104	nt	2	103
COc1cc(NC(=S)NNC(=O)C(C)(C)O)cc(OC)c1	-0.7	-1	12	97	96	95	98	110	-1	10	93
CN(CC(=O)Nc1cccc2c1CCCC2)S(=O)(=O)c1ccc(Cl)cc1	0.1	0	26	100	98	95	98	102	nt	15	98
Cc1ccc(C(=O)OCCN2CCN(c3ncc(C(F)(F)F)cc3Cl)CC2)cc1	0.2	0	24	96	99	98	99	96	nt	13	100
Cc1cc(C)c(C#N)c(SCc2ccccc2C(=O)O)n1	-2.0	-2	32	99	94	94	95	98	-12	5	96
Cn1c(N/N=C/c2cccs2)nc2c1c(=O)n(Cc1ccccc1)c(=O)n2C	-0.1	0	6	?	?	?	?	?	10	17	?
CC(C)N1C/C(=C/c2ccsc2)C(=O)/C(=C/c2ccsc2)C1	1.0	4	9	99	99	95	99	98	-13	10	97
COC(=O)COc1ccc(S(=O)(=O)Nc2cc([N+](=O)[O-])ccc2C)cc1	1.0	8	18	96	94	93	95	101	14	12	93
CCOC(=O)[C@@H]1C(c2c(OC)cc(OC)cc2OC)=NO[C@@H]1C(=O)OCC	0.9	3	8	99	100	100	97	101	12	1	96
CN(C)c1cccc(C(=O)OCc2cc(=O)oc3cc(O)ccc23)c1	0.2	5	11	108	101	100	101	100	nt	8	102
CCN(C(=O)C1CCN(S(=O)(=O)c2ccc3c(c2)oc(=O)n3C)CC1)c1cccc(C)c1	0.5	1	22	101	97	101	100	98	nt	8	100
Clc1ccc(SCCn2ccnc2)cc1	0.4	3	27	103	97	99	100	102	nt	39	103
O=C(CN1C(=O)COc2ccc(Cl)cc21)N1CCc2ccccc21	0.5	1	47	99	101	96	98	99	nt	8	99
Cc1c(-c2ccccc2)nc2ccccc2c1C(=O)O	0.2	6	15	102	101	97	100	100	nt	9	100
CCOC(=O)C(CC)Sc1nc2c(c(=O)[nH]c(=O)n2C)n1C/C=C(/C)Cl (stereo not given)	0.5	2	49	103	103	101	103	102	14	5	104
Cn1c(N)c(C(=O)COC(=O)CCCc2nc3ccccc3s2)c(=O)n(C)c1=O	1.0	5	33	94	97	96	97	102	nt	25	94
CCOC(=O)c1[nH]c(C)c(C(=O)N2CCN(c3ccccc3)CC2)c1C	-0.2	-1	11	107	104	99	104	101	nt	12	105
COC(=O)c1ccc(C(C(=O)NC2CCCCC2)N(Cc2ccccc2)C(=O)Cc2cccs2)cc1 (stereo not given)	48*	45	3	103	100	101	99	95	4	-1	96
CCN=C1S/C(=C\c2ccc(OCC)c(OC)c2)C(=O)N1CC	0.9	3	20	106	100	102	100	99	17	15	104
CCCCC(C(=O)OCC)C(N)Cc1ccc(F)cc1 (stereo not given)	0.8	4	0	99	96	94	97	97	-2	10	95
O=S(=O)(Nc1ccc(Cl)nn1)c1ccccc1	0.4	1	22	?	?	?	?	?	9	11	?
COc1cccc(/C=N/NC(=O)C(C)n2nnc3ccccc32)c1 (stereo not given)	nt	-1	12	101	103	102	102	98	-16	6	105
CCC/S(C)=N/S(=O)(=O)c1ccc(C)cc1 (stereo not given)	1.1	2	21	104	102	100	102	97	-5	14	106
O=C(COc1ccccc1)N1CCN(c2ccc([N+](=O)[O-])c(N3CCCCC3)c2)CC1	1.3	38	30	104	97	99	100	102	17	54*	102
COc1cc(OC)c2cc[nH]c2c1	-0.6	-1	19	108	100	97	101	101	1	4	105
Cc1cnc(C)c(N2CCN(Cc3nc(-c4cccc(F)c4F)oc3C)CC2)n1	-1.8	1	18	96	97	95	94	95	-2	9	98
CCOC(=O)c1[nH]c(C)c(C(=O)N2CCN(c3ccc(F)cc3)CC2)c1C	1.2	2	5	105	99	101	102	99	nt	7	103
CN(C(=O)n1cnc2ccccc21)c1ccccc1	1.0	12	15	105	101	98	102	99	nt	3	103
Cc1cccc(-c2nc3ccccc3c(=O)n2NC(=S)N(C)C)c1	-0.5	-3	15	106	95	98	97	98	19	10	103
CCN(CC)S(=O)(=O)c1ccc(S(=O)(=O)N2CCCC2)cc1	0.4	2	11	98	100	99	101	104	1	18	98
CC(Sc1nnc2ccccn12)C(=O)Nc1ncc(Cl)cc1Cl (stereo not given)	-0.3	-1	31	106	102	100	102	104	nt	11	103
CC(=O)c1cccc(NC(=O)c2ccc(Br)o2)c1	0.2	4	8	102	99	101	101	96	14	18	103
O=S(=O)(c1ccccc1)c1nc(-c2cccs2)oc1NCC1CCCO1 (stereo not given)	0.1	0	18	101	98	97	99	97	1	39	98
COc1cc(C(=O)N(Cc2cccnc2)Cc2cc3cc4c(cc3[nH]c2=O)OCCO4)cc(OC)c1OC	0.3	1	16	102	104	101	104	100	-4	15	102
Cc1cc(Nc2ccccc2)n(CCC#N)n1	0.8	3	26	106	101	100	103	100	nt	18	103
COc1cc(OC)c(C(=O)Nc2cccc(C(C)=O)c2)cc1OC	0.7	6	46	92	96	95	96	98	-24	6	97
Cc1ccc(C2C=C(c3ccccc3OC(F)F)Nc3ncnn32)cc1 (stereo not given)	0.4	3	15	103	99	101	101	101	nt	36	102
Cc1nnc(SCC(=O)N2c3ccccc3Sc3ccccc32)n1N	0.6	2	45	108	105	102	104	105	7	5	106
N#CC(c1ccc(O)cc1)N1CCCCC1 (stereo not given)	0.9	3	16	107	102	99	103	100	-3	6	105
CCOCCCNC(=O)Cc1ccc(Br)cc1	0.4	0	5	105	99	101	101	103	nt	3	101

(listing goes on)
SMILES	ABCB1 inh	ABCG2 inh	GSH fluor	Rac1 wt GTP bind	Rab2A wt mod	Rac1 mut GTP	HRas wt GTP	Rab7 wt GTP bind	Pf gametocyte	Avidin fluor	Cdc42 wt
O=C(NC1CCCCC1)Sc1ccc(Cl)cc1	0.5	2	25	104	100	97	100	103	0	5	99
CC(=O)c1cccc(NS(=O)(=O)N(C)C)c1	-0.1	2	51	108	102	98	102	104	11	9	105
Cc1c(C(=O)NN2CCN(C)CC2)cccc1[N+](=O)[O-]	0.1	1	21	103	106	102	105	107	nt	17	104
CN(Cc1ccccc1)C(=S)NC(=O)c1ccc(-c2ccccc2)cc1	0.1	0	13	102	98	98	98	96	nt	14	98
CN(C)c1ccc(NC(=O)CN2CCN(S(=O)(=O)c3cc(Cl)ccc3Cl)CC2)cc1	0.1	4	35	102	99	98	101	97	-2	17	100
O=C(CCn1nc(-c2ccc(Cl)cc2)ccc1=O)NCc1ccccn1	0.6	3	35	96	96	96	97	95	nt	10	98
